RNase H inhibition – RNase H inhibition, HIV 1 Gag Pol polyprotein, FRET biochemical assay, screening (AID 372); HIV-1 RT RNase H, FRET RNA/DNA substrate fluorescence; higher % means a stronger effect; inhibition, % at 10 µM, or IC50 in µM where a hit was titrated; 100,000 compounds, 0.77% hits; in the data active = inhibition above about 50%
* marks the source's active call; other numbers are inactive results.

SMILES	RNase H inhibition
COc1cc(/C=C2\C(=O)NC(=S)N(c3ccc(Cl)cc3)C2=O)cc(I)c1OC	5%
COc1ccc(-n2c(/C=C/c3c(C)n(C)c4ccc(OC)cc34)nc3ccccc3c2=O)cc1	0%
Cc1nn(Cc2ccccc2)c2c1C(c1ccccc1)C(C#N)=C(N)O2 (configuration not stated)	13%
CC(C)(C)NC(=O)CN(c1ccc(Br)cc1)S(C)(=O)=O	4%
Cc1ccc(C)c(S(=O)(=O)Nc2ccc(C)c(C)c2)c1	6%
CC(=O)OCCNC(=O)/C(=C\c1ccc(Cl)cc1)NC(=O)c1ccccc1	4%
CC1(C)CC(=O)C(C=NC2CCCCCCC2)=C(O)C1	3%
O=C(Nc1ccc(S(=O)(=O)Nc2ncccn2)cc1)c1cccnc1	8%
Cc1ccc(Cl)cc1NC(=O)CSc1cccc2cccnc12	13%
Cc1ccc(OCCC(=O)Nc2ccc(OC(F)(F)F)cc2)cc1	3%
c1ccc(OCCCCCCN2CCCC2)cc1	11%
Cc1[nH]c(=S)c(C#N)c(-c2cccs2)c1C(=O)Nc1ccccc1	9%
CCCCOC(=O)c1ccc(NC(=O)c2ccc(OC)cc2)cc1	13%
Cc1cccc(NC(=O)c2ccccc2Oc2ccccc2)c1	13%
CCOc1ccc(N2C(=O)NC(=O)/C(=C/c3ccc(-c4ccccc4[N+](=O)[O-])o3)C2=O)cc1	8%
COC(=O)C1=NN(C(=O)c2ccccc2)C(O)(c2ccc([N+](=O)[O-])cc2)C1 (configuration not stated)	12%
O=C1CCCN1CCP(=O)(O)CN1CCCC1=O	8%
CC(=O)c1cccc(NC(=O)NC2CCCCC2)c1	15%
Cc1ccccc1C=Nc1cccc(C#N)c1	9%
COc1cc(OC)cc(C(=O)Nc2sc3c(c2C(N)=O)CCCC3)c1	11%
CCc1ccc(NS(=O)(=O)c2ccc(F)cc2)cc1	7%
COc1ccc(C(NC(=O)c2ccccc2F)c2ccc(OC)cc2)cc1	7%
CCCc1cc2c(=O)c(-c3nc4ccccc4s3)c(C(F)(F)F)oc2cc1O	17%
COC(=O)C1=C(C)N(C)C(C)=C(C(=O)OC)C1c1ccccc1OC	6%
N#Cc1c(/N=C/N2CCCCCC2)sc2c1CCCC2	7%
O=C(COc1cccc(Cl)c1)N/N=C\c1cccc2ccccc12	16%
Cc1ccnc(NS(=O)(=O)c2ccc(NC(=O)c3ccc(Cl)cc3Cl)cc2)n1	4%
CCOc1cccc(NC(=O)/C(C#N)=C\c2cc(C)n(-c3ccc([N+](=O)[O-])cc3C)c2C)c1	12%
CC1=C(C(=O)OCCc2ccccc2)C(c2ccsc2)C2=C(CC(C)(C)CC2=O)N1 (configuration not stated)	10%
O=C(O)c1ccc(NC(=O)c2ccc(Cl)c(S(=O)(=O)N3CCCCC3)c2)cc1	5%
CCCOc1cc(OCCC)cc(C(=O)Nc2ccc(C)cc2[N+](=O)[O-])c1	12%
O=C(COc1ccccc1)NC(=S)Nc1cc(Cl)c(Cl)cc1Cl	35%
O=C(NCc1ccco1)C(=O)Nc1ccccc1	6%
O=C(N/N=C/Cc1ccccc1)c1ccccc1O	3%
O=C(Nc1ccccc1)c1ccc(N2C(=O)C3C4c5ccccc5C(c5ccccc54)C3C2=O)cc1 (configuration not stated)	8%
CN1C(=O)/C(=C2\SC(=Nc3ccc(F)cc3)NC2=O)c2ccccc21	22%
O=C(Nc1ccc(OC(F)(F)F)cc1)c1ccc([N+](=O)[O-])cc1	0%
C/C(=C\c1ccccc1F)C(=O)c1c(C)cc(C)[nH]c1=O	23%
Cc1cc(C)nc(SCC(=O)N=Nc2c(O)[nH]c3ccc(Br)cc23)n1	6%
N#Cc1c(C(F)(F)F)cc(-c2ccccc2)nc1SCC(=O)N1CCOCC1	17%
O=C(Nc1ccc(OC(F)(F)F)cc1)c1ccccc1I	4%
CCOc1ccc(CN2CCN(Cc3cc(Br)ccc3O)CC2)cc1	0%
COCCN1C(=O)C(=O)/C(=C(/O)c2ccccc2)C1c1ccccc1[N+](=O)[O-] (configuration not stated)	0%
C=CCn1c(SCC(=O)c2cccs2)nc2sc3c(c2c1=O)CCCC3	16%
CCSCCOC(=O)C1=C(C)NC2=C(C(=O)CCC2)C1c1ccc(OC)c(OC)c1OC (configuration not stated)	5%
C=CCOc1cccc(/C=C2\N=C(c3ccc(F)cc3)OC2=O)c1	18%
CCOC(=O)C1=C(C)N=c2s/c(=C/c3cccc([N+](=O)[O-])c3)c(=O)n2C1c1ccccc1OC (configuration not stated)	10%
CC(=O)NC(c1ccc2c(c1)OCO2)c1ccc2cccnc2c1O (configuration not stated)	15%
Cc1ccc(NC(=O)C(Cc2ccccc2)N2C(=O)c3ccccc3C2=O)cc1Cl (configuration not stated)	2%
O=C1/C(=C\c2ccc(-c3ccc(Cl)c(Cl)c3)o2)SC(=S)N1Cc1ccco1	21%
CCCCS(=O)(=O)CC(CS(=O)(=O)CCCC)OC(=O)c1ccccc1	8%
CCOc1cc(OCC)cc(C(=O)Nc2ccc(Cl)cc2)c1	11%
COc1ccc(/C=C(/NC(=O)c2ccccc2)c2nc3ccc(C(F)(F)F)cc3[nH]2)cc1OC	8%
COc1ccc(/C(C)=N/N=C(\N)SC2CC(=O)N(c3ccccc3F)C2=O)cc1F (configuration not stated)	5%
CCc1nnc(NC(=O)c2cc(I)ccc2Cl)s1	4%
Cc1cc(C)cc(NC(=O)c2ccccc2C)c1	3%
CCOC(=O)N1CCN(C(=O)c2ccc([N+](=O)[O-])cc2)CC1	0%
O=C1c2ccccc2-c2ccc(S(=O)(=O)Nc3ccc(S(=O)(=O)Nc4nccs4)cc3)cc21	10%
COc1ccccc1N1C(=O)NC(=O)/C(=C/c2ccc(C)o2)C1=O	9%
COc1ccc(C2NC(=O)C(=O)/C2=C(/O)c2ccccc2)cc1 (configuration not stated)	6%

Carrying on:
SMILES	RNase H inhibition
C=CCNC(=O)C(=O)N/N=C/c1ccc2c(c1)OCCO2	4%
CC(=O)CSc1nnnn1-c1ccccc1	3%
COc1ccc(/C(C)=N\N2CCN(Cc3ccccc3Cl)CC2)cc1OC	7%
COc1ccc(C2Nc3ccccc3C(=O)N2c2ccc(C)cc2)cc1Cn1cc([N+](=O)[O-])cn1 (configuration not stated)	33%
CCN(CC)CCn1c2ccccc2n2cc(-c3ccc(C)cc3)nc12	46%
COc1ccc2ccccc2c1/C=N/NC(=S)Nc1ccc(C)cc1	13%
CCCOC(=O)C1=C(C)NC2=C(C(=O)CC(c3ccccc3)C2)C1c1ccc(O)c(OCC)c1 (configuration not stated)	14%
Cc1ccc(Cl)cc1NC(=O)CCC1CCCC1	7%
CCOc1cccc(NC(=O)/C(C#N)=C\c2ccc(OCC(=O)O)c(Br)c2)c1	9%
CCOC(=O)c1c(NC(=O)C2CC2)sc(C(=O)Nc2ccccc2F)c1C	0%
O=C1CCC(=O)N1c1ccc(Oc2cccc(Oc3ccc(N4C(=O)CCC4=O)cc3)c2)cc1	27%
CC(C)CCC1(C)NC(=S)N(c2ccc(Cl)cc2)N1 (configuration not stated)	1%

Some of these compounds in order of heavy-atom count, lowest first.
SMILES	RNase H inhibition
C/C(=C\c1ccccc1F)C(=O)c1c(C)cc(C)[nH]c1=O	23%
COc1ccc(C2NC(=O)C(=O)/C2=C(/O)c2ccccc2)cc1 (configuration not stated)	6%
COc1cc(/C=C2\C(=O)NC(=S)N(c3ccc(Cl)cc3)C2=O)cc(I)c1OC	5%

More compounds:
SMILES	RNase H inhibition
O=C(NC1CS/C(=C/c2ccccc2)C1O)c1ccccc1 (configuration not stated)	8%
CC1=C(C(=O)OC(C)C)C(c2ccc(OCc3ccccc3)cc2)C2=C(CC(c3ccc(Cl)cc3)CC2=O)N1 (configuration not stated)	5%
N#C/C(=C/c1ccc(Cl)cc1)C(=O)Nc1cccc(Br)c1	15%
Cc1cccnc1NC(=S)NC(=O)/C=C/c1ccccc1	18%
CC1CC(=O)Nc2cc([N+](=O)[O-])ccc2N1 (configuration not stated)	23%
Cc1cc(C)c(Cc2cc([N+](=O)[O-])ccc2C)c(C)c1	17%
COc1ccccc1N=Cc1ccccc1O	0%
O=C1C2C3C=CC(C3)C2C(=O)N1/N=C/c1ccc(-c2ccc(Cl)c([N+](=O)[O-])c2)o1 (configuration not stated)	5%
O=c1[nH]c(-c2cc([N+](=O)[O-])ccc2Cl)nc2sc3c(c12)CCCC3	22%
CCOC(=O)C1=C(C)N=c2s/c(=C\c3ccc(-c4ccc(Cl)cc4[N+](=O)[O-])o3)c(=O)n2C1c1ccc(N(C)C)cc1 (configuration not stated)	11%
Brc1ccc2c(c1)Nc1nc3nonc3nc1N2	26%
CCOC(=O)c1c(NC(=O)c2ccc(Cl)c([N+](=O)[O-])c2)sc(C(=O)Nc2ccccc2OC)c1C	0%
Cn1c2ccccc2c2nnc(SCC(=O)N(c3ccccc3)c3ccccc3)nc21	0%
CCCCOc1ccc(C(=O)NCCC(=O)NCCCC(=O)O)cc1	7%
COc1ccccc1N1CCN(C(=O)c2cccc(I)c2)CC1	0%
CC1(C)NC(=O)N(CN2CCOCC2)C1=O	7%
O=C(Nc1ccc(Br)cc1)c1cc(S(=O)(=O)Nc2ccc(Cl)cc2)ccc1Cl	4%
Clc1ccc(N=Cc2cccc(OCc3ccccc3)c2)cc1	5%
COc1ccc(C(=O)Nc2ccccc2C(=O)NC(C(=O)N2CCOCC2)C(C)C)cc1 (configuration not stated)	10%
COc1ccc(NC(=O)C(=O)NCc2ccccc2)cc1Cl	5%
O=c1/c(=C/c2ccccc2OCCOc2ccc([N+](=O)[O-])cc2)sc2nc3ccccc3n12	6%
Cc1cccc(C(=O)Nc2sc(C)c(C)c2C(N)=O)c1	0%
Brc1cccc(/C=C/C=Nc2ccc3oc(-c4ccc5ccccc5c4)nc3c2)c1	15%
CCOC(=O)c1c(C)nc2sccn12	0%
CCc1ccccc1Nc1nc(-c2c(C)nc3sccn23)cs1	26%
O=[N+]([O-])c1cccc(/C=N/NS(=O)(=O)c2cc(Cl)c(Cl)cc2Cl)c1	20%
CC(C)=NNC(=O)C(=O)NC1CCCCC1	9%
COc1ccc(C(=O)N2CCN(S(=O)(=O)c3ccc(Cl)cc3)CC2)cc1	13%
COc1ccc(C(=O)c2ccc(N3CCCCC3)c([N+](=O)[O-])c2)cc1	6%
Cc1nc(-c2cccc(N=Cc3ccc(Cl)cc3)c2)cs1	8%
CC(=O)Nc1cccc(C(=O)Nc2ccccc2Cl)c1	2%
CC(=O)Nc1ccc(S(=O)(=O)Nc2ccc(OCc3ccccc3)cc2)cc1	14%
N#C/C(=C/c1cccc(Cl)c1)c1nc(-c2cc3c(ccc4ccccc43)oc2=O)cs1	15%
Cc1c(Cl)cccc1N=Cc1c[nH]c2ccccc12	7%
COC(=O)CN1C(c2ccc(OC)cc2)Nc2ccc(Br)cc2C1c1ccccc1 (configuration not stated)	10%
O=C(CCC(=O)N/N=C/c1cc(Br)ccc1O)N/N=C\c1cc(Br)ccc1O	6%
COc1ccccc1C1NC(=S)NC(C)=C1C(=O)Nc1ccccc1Cl (configuration not stated)	0%
Cc1ccc(SCCNC(=O)/C=C/c2ccc3c(c2)OCO3)cc1	7%
COC(=O)CSc1nnc2n(-c3ccc(OC)cc3)c(=O)c3c4c(sc3n12)COC(C)(C)C4	0%
CCOc1ccc(C(=O)Nc2ccc(C(C)CC)cc2)cc1 (configuration not stated)	2%
O=C(CC12CC3CC(CC(C3)C1)C2)NCc1ccc(F)cc1	0%
O=C(c1c(Cl)cccc1Cl)N1CCN(c2ccc([N+](=O)[O-])cc2)CC1	7%
Cn1c(O)c(N=NC(N)=S)c2cc([N+](=O)[O-])ccc21	1%
CCCOc1ccccc1/C=N/NC(=O)c1ccc(Cl)cc1	5%
COc1ccc(/C=C2\S/C(=N/N=C/c3ccc(OC)cc3)N(c3ccc(O)cc3)C2=O)cc1	36%
CCOc1ccc(C(=O)N/N=C(/CC)c2ccc(O)cc2)cc1	4%
O=C1NC(=S)N(c2ccccc2)C(=O)/C1=C/c1ccc(OCc2ccc(Cl)cc2)cc1	11%
CCC(CC)=NNC(=O)C(=O)Nc1ccc(F)cc1	2%
Cc1cc(N/N=C/c2cc(Cl)cc(Cl)c2O)nc(-c2ccccc2O)n1	5%
CCOC(=O)C(=O)NCc1ccc(Cl)cc1	5%
COc1ccc(N(CC(=O)N2CCOCC2)S(C)(=O)=O)cc1	0%
CCOC(=O)C1=C(C)N=c2s/c(=C\c3ccc(OCc4ccc(Cl)cc4)cc3)c(=O)n2C1c1ccc(N(C)C)cc1 (configuration not stated)	5%
CC(C)(C)c1ccc(C(=O)Nc2cccc3nsnc23)cc1	12%

Entries shown so far that contain four or more nitrogen atoms:
SMILES	RNase H inhibition
Cc1nn(Cc2ccccc2)c2c1C(c1ccccc1)C(C#N)=C(N)O2 (configuration not stated)	13%
O=C(Nc1ccc(S(=O)(=O)Nc2ncccn2)cc1)c1cccnc1	8%
Cc1ccnc(NS(=O)(=O)c2ccc(NC(=O)c3ccc(Cl)cc3Cl)cc2)n1	4%
CCOc1cccc(NC(=O)/C(C#N)=C\c2cc(C)n(-c3ccc([N+](=O)[O-])cc3C)c2C)c1	12%
Cc1cc(C)nc(SCC(=O)N=Nc2c(O)[nH]c3ccc(Br)cc23)n1	6%
COc1ccc(/C(C)=N/N=C(\N)SC2CC(=O)N(c3ccccc3F)C2=O)cc1F (configuration not stated)	5%
CC(=O)CSc1nnnn1-c1ccccc1	3%
COc1ccc(C2Nc3ccccc3C(=O)N2c2ccc(C)cc2)cc1Cn1cc([N+](=O)[O-])cn1 (configuration not stated)	33%
CCN(CC)CCn1c2ccccc2n2cc(-c3ccc(C)cc3)nc12	46%
CCOC(=O)C1=C(C)N=c2s/c(=C\c3ccc(-c4ccc(Cl)cc4[N+](=O)[O-])o3)c(=O)n2C1c1ccc(N(C)C)cc1 (configuration not stated)	11%
Brc1ccc2c(c1)Nc1nc3nonc3nc1N2	26%
Cn1c2ccccc2c2nnc(SCC(=O)N(c3ccccc3)c3ccccc3)nc21	0%
CCc1ccccc1Nc1nc(-c2c(C)nc3sccn23)cs1	26%
O=C(CCC(=O)N/N=C/c1cc(Br)ccc1O)N/N=C\c1cc(Br)ccc1O	6%
COC(=O)CSc1nnc2n(-c3ccc(OC)cc3)c(=O)c3c4c(sc3n12)COC(C)(C)C4	0%
Cn1c(O)c(N=NC(N)=S)c2cc([N+](=O)[O-])ccc21	1%
Cc1cc(N/N=C/c2cc(Cl)cc(Cl)c2O)nc(-c2ccccc2O)n1	5%

The list is partial. The share of hits here may be higher or lower than overall.
